m-calpain inh = inhibitors of pig calpain II, primary screen, biochemical, fluorogenic peptide substrate, 1536-well | purified calpain II, 30 min | inhibition, % at 16 µM | 220,000 compounds, 0.37% hits | AID 1236, 2008;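 active = inhibition above about 50%, limit read from the data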
FXIa inh = human FXIa protease inhibitors, primary screen, biochemical, 1536-well; Coagulation factor XI (Homo sapiens), P03951; purified FXIa, Boc-Glu-Ala-Arg-AMC fluorogenic substrate; inhibition, % at 5 µM; 220,000 compounds, 0.14% hits; AID 798, 2007;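 active = inhibition of at least 40%; inactive = inhibition below 40%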;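 note: fluorescence of freed AMC excited at 355 nm; 0% = enzyme without compound and 100% = no enzyme blank; many of its hits are not listed in these tables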
Thrombin inh = human alpha-thrombin inhibitors, primary screen, counter-screen for coagulation protease inhibitor project, biochemical, 1536-well, fluorogenic AMC substrate | Prothrombin (Homo sapiens), P00734 | Boc-VPR-AMC fluorogenic substrate cleavage | inhibition, % at 5 µM | 220,000 compounds, 0.26% hits | AID 1046, 2008;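 active = inhibition at or above 40%; inactive = inhibition below 40%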;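 note: 0% = enzyme with no compound and 100% = wells without enzyme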
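System – human alpha-thrombin · Medium – pH 7.5 Tris (50 mM) with NaCl 150 mM, Tween 20 0.05% · Compound – single-point dosing at 5 µM, 0.2% DMSO · Incubation – enzyme reaction carried out at room temperature · Technique – fluorescence of released AMC, ex 355 nm, em 460 nm · Read-out basis – % inhibition of thrombin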
Furin inh = human furin inhibitors, primary screen, biochemical, fluorescence intensity | P09958 | purified furin, fluorogenic substrate cleavage | inhibition, % at 30 µM | 220,000 compounds, 0.061% hits; in the data active = inhibition above about 25%; note: inactives centre near -15
Target sequence (P09958 108-714 limits assumed): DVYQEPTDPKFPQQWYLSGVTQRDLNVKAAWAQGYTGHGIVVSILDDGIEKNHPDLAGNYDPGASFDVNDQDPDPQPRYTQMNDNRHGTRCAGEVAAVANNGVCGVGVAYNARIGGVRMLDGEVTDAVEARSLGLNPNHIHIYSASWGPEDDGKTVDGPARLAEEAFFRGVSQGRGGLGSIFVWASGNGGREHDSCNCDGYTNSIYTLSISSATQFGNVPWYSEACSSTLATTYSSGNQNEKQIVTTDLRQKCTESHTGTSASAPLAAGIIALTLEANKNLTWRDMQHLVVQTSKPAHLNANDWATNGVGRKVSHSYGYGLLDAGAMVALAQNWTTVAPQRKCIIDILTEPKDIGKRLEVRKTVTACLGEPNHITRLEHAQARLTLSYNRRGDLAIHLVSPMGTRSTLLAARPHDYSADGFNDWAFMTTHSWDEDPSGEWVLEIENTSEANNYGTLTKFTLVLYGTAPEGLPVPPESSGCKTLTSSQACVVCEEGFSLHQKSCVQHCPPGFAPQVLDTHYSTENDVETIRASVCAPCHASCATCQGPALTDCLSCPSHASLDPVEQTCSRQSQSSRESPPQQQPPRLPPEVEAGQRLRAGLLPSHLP
hK5 inh = human KLK5 protease inhibitors, primary screen, biochemical, 1536-well | Kallikrein-5 (Homo sapiens), Q9Y337 | recombinant hK5, fluorogenic AMC substrate cleavage | inhibition, % at 5 µM | 210,000 compounds, 0.59% hits | AID 873, 2007;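 active = inhibition of 40% or more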;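 note: 0% = enzyme controls without compound and 100% = no-enzyme blanks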
FXIIa inh = human FXIIa protease inhibitors, primary screen, biochemical, 1536-well. Coagulation factor XII (Homo sapiens), P00748. inhibition, % at 5 µM. AID 800, 2007. 220,000 compounds, 0.3% hits. purified FXIIa, Boc-QGR-AMC fluorogenic substrate, 2 h; in the data active = inhibition above about 40%;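 note: 0% = enzyme with no compound and 100% = blank without enzyme; many of its hits are not listed in these tables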
PERK inh = block of dimerizer-induced PERK translation repression, primary screen, PERK inhibitor project, CHO PERK-DD cells, SEAP luminescence, HTS | Eukaryotic translation initiation factor 2-alpha kinase 3 (Homo sapiens), Q9NZJ5 | 220,000 compounds, 0.17% hits | inhibition, % at 5.6 µM | AID 1416, 2008 | CHO PERK-DD fusion, SEAP luminescence translation reporter;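 active = inhibition above the mean inhibition of all tested compounds plus 3 SD, set separately per screening campaign, cut at about 2.9% in these data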;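 note: PERK kinase domain activated by AP20187 dimerizer at 100 nM; 0% = DMSO with dimerizer and 100% = rapamycin at 8.4 µM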
Cl transport mod = KCC2 cotransporter modulators, thallium flux, primary screen, cell-based, HEK293 KCC2, FluoZin-2 fluorescence, MLSMR. Solute carrier family 12 member 5 (Homo sapiens), Q9H2X9. B-score of Tl+ flux slope (higher = more flux/activation; lower = inhibition) at 10 µM. KCC2 cells, thallium flux FluoZin-2 fluorescence. 190,000 compounds, 2.2% hits;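 active = thallium flux slope and its plate-corrected score both differing from the plate sample mean at a set confidence after two filtering rounds, in either direction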;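 note: slope of fluorescence scaled to starting intensity during 10 to 20 s after thallium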
Rad51 HR inh = human RAD51 strand exchange inhibitors, primary screen, biochemical, fluorescence; hRad51 DNA strand exchange, fluorescence dequenching; inhibition, % at 10 µM; 200,000 compounds, 0.085% hits; DNA repair protein RAD51 homolog 1 (Homo sapiens), Q06609;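 active = inhibition above 40% at the single screening dose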;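 note: 0% = DMSO control wells and 100% = blanks with heterologous ssDNA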
Target sequence (Q06609 whole entry, looked up): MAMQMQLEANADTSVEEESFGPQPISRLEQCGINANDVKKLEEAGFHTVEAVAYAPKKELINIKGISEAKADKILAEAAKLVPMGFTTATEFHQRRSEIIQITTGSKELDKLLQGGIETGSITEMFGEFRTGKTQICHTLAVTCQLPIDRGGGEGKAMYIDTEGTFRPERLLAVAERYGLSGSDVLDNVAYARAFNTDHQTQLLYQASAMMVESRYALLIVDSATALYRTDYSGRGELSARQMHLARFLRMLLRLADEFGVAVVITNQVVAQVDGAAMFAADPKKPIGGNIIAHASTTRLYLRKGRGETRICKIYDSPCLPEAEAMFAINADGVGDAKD
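Material: hRad51 filaments on single-stranded DNA; Reagent: Donor/quencher-labelled 47-bp dsDNA substrate; Compound: 10 µM final, single point; Schedule: 37 °C 15-min filament assembly, 30-min compound preincubation, 15-min exchange; Technique: FRET fluorescence, excitation 485 nm, emission 520 nm; Benchmarks: control wells and blank wells on each plate.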
Starred values were filed as active, the others as inactive; · = no result given; [ ] = dose if it differs, or a comment.

Values in the order – m-calpain inh	FXIa inh	Thrombin inh	Furin inh	hK5 inh	FXIIa inh	PERK inh	Cl transport mod	Rad51 HR inh
1: CC(=O)OCC1OC(c2ccccc2)C(OC(C)=O)C(OC(C)=O)C1OC(C)=O (stereo unspecified)
    1	-10	-5	-19[20 µM]	-14	8	0.7	4.3*	·
2: O=C1Nc2ccc([N+](=O)[O-])cc2OC1CCN1CCN(Cc2ccc3c(c2)OCO3)CC1 (stereo unspecified)
    3	-5	7	-19	-16	-5	1.7	-1.1	6
3: C=CCn1c(SCc2ccccc2C#N)nnc1-c1ccccc1O
    16	-22	-1	-26	9	11	-0.6	·	6
4: CC1=C(C(=O)Nc2ccccc2C)C(c2cccs2)NC(=S)N1 (stereo unspecified)
    -5	3	-6	-14	-16	12	0.1	-0.23	3
5: O=C1C(NS(=O)(=O)c2ccccc2)=C(N2CCN(c3ccc(F)cc3)CC2)C(=O)c2ccccc21
    -38	-3	-9	-18	3	5	-1.2	-1.2	·
6: CC1(C)CC(=O)C(N=Nc2ccc(OC(F)F)cc2)=C(O)C1
    11	-2	-7	-12	4	13	0.4	1	4
7: OC(COc1ccc2c(c1)OCO2)CN1CCc2ccccc2C1 (stereo unspecified)
    -4	1	-2	-26	1	7	1.5	0.52	11
8: CCOC(=O)C1CCN(C(c2cccc(F)c2)c2sc3nc(C)nn3c2O)CC1 (stereo unspecified)
    -10	-6	-4	-27	-4	-1	0.4	-0.12	1
9: CCOC(=O)c1c(C)oc2cc(Br)c(OC(C)C(=O)OCC)cc12 (stereo unspecified)
    32	-20	-4	-1	-1	-13	1.7	-0.14	-1
10: CCC(Sc1nc2ccccc2[nH]1)C(=O)Nc1cc(C)on1 (stereo unspecified)
    17	-8	-4	-14	10	-1	-0.8	1.4	0
11: O=S(=O)(Cc1ccc(Cl)cc1)Nc1ccc2c(c1)OCO2
    -13	-6	-6	1[20 µM]	-7	1	1.2	·	-7
12: CNC(=S)Nc1cccc(C(C)=O)c1
    1	-2	4	-11	-14	1	0.4	-0.53	5
13: Cc1ccc(N2C(=O)c3oc4ccccc4c(=O)c3C2c2cccc(O)c2)nc1 (stereo unspecified)
    ·	·	·	-6	·	·	-0.8	-1.7	-4
14: CCCCC(=O)Nc1cc([N+](=O)[O-])ccc1Cl
    2	7	3	-7	-19	14	0.6	-0.86	2
15: O=C(CCSCc1cccc(Cl)c1)NC1CCCC1
    1	1	-5	-8	-34	7	0.4	0.5	·

The list continues:
Values in the order – m-calpain inh	FXIa inh	Thrombin inh	Furin inh	hK5 inh	FXIIa inh	PERK inh	Cl transport mod	Rad51 HR inh
16: Cc1ccc(C2=NNC3(CCOC(C)(C)C3)S2)cc1 (stereo unspecified)
    -10	-6	-12	-15	-17	1	1.1	25*	-1
17: O=C(CSc1ccc(-c2ccc(Cl)cc2)nn1)N1CCCc2ccccc21
    17	2	-8	-17	-12	1	0.2	-0.46	5
18: COc1cccc(-c2nc(NCCN3CCOCC3)c3ccccc3n2)c1O
    -28	4	0	-4	-3	9	-2.1	-0.041	0
19: COc1ccc(CN(C)C2CCCCC2)cc1
    2	-5	-7	-16	19	5	-1.2	-0.35	-3
20: CCN1CCN(C(c2cccc(OC)c2OC)c2nnnn2Cc2ccco2)CC1 (stereo unspecified)
    -20	8	-1	-29	2	10	0.3	0.19	4
21: CC1(C)CC(=O)C2=C(C1)N(c1cccnc1)C(N)=C(C#N)C2c1cccs1 (stereo unspecified)
    -121	7	-2	-12	6	15	0.5	-0.6	-15
22: CC(=O)c1ccc(OCCCC(=O)NC2=NCCS2)cc1
    -4	3	-3	-17	-8	7	0.5	0.11	3
23: CC(C)C(=O)c1cc2c(cc1NC(=O)c1cccs1)OCCO2
    -86	4	21	-9[20 µM]	32	6	0.8	·	-7
24: Cc1cc(C)cc(NS(=O)(=O)c2ccc3[nH]c(=O)[nH]c3c2)c1
    6	-1	-7	-19[20 µM]	3	2	0.4	-0.73	-8
25: CCCCN(CC)CCCNC(=S)Nc1ccc2nc(N3CCN(CC)CC3)cc(C)c2c1
    12	0	-4	-13	1	8	-0.7	0.95	-9
26: CN1CCN(C(=O)/C=C\C(=O)O)CC1
    17	-13	-7	2	-23	0	0.5	0.62	-11
27: O=C(CN1C(=O)NC2(CCCCCC2)C1=O)NC1CCCCCCC1
    -10	-3	-4	-31	-3	3	-0.4	-0.031	4
28: Cc1ccccc1NC(=O)NC1CCCCC1C (stereo unspecified)
    11	3	-2	-1	9	10	0.9	·	·
29: O=C(N/N=C/c1c(O)n(-c2ccccc2Cl)c(=O)c2ccccc12)c1cccnc1
    -9	-22	-2	-1	17	8	0.6	-1.3	-26
30: O=C(NCc1ccc(Cl)cc1)c1cnn2ccccc12
    -17	-9	-9	-25	-18	2	1.0	1	6

Single records, as listed above. Screens in order: m-calpain inh, FXIa inh, Thrombin inh, Furin inh, hK5 inh, FXIIa inh, PERK inh, Cl transport mod, Rad51 HR inh
COc1cccc(-c2nc(NCCN3CCOCC3)c3ccccc3n2)c1O across the screens: -28, 4, 0, -4, -3, 9, -2.1, -0.041, 0
Cc1ccccc1NC(=O)NC1CCCCC1C (stereo unspecified) across the screens: 11, 3, -2, -1, 9, 10, 0.9, ·, ·
O=C(N/N=C/c1c(O)n(-c2ccccc2Cl)c(=O)c2ccccc12)c1cccnc1 across the screens: -9, -22, -2, -1, 17, 8, 0.6, -1.3, -26
Cc1cc(C)cc(NS(=O)(=O)c2ccc3[nH]c(=O)[nH]c3c2)c1 across the screens: 6, -1, -7, -19[20 µM], 3, 2, 0.4, -0.73, -8

(cont.)
Values in the order – m-calpain inh	FXIa inh	Thrombin inh	Furin inh	hK5 inh	FXIIa inh	PERK inh	Cl transport mod	Rad51 HR inh
31: CCC1(CC)NC(=O)N(CC(=O)N2N=C(c3ccc(Cl)cc3)CC2c2ccco2)C1=O (stereo unspecified)
    -30	3	-2	-28	0	5	-0.1	0.52	·
32: OCCOCCn1c(-c2ccccc2)nc(=S)c2c1CCCC2
    4	3	-5	7	1	11	·	0.16	-5
33: C=CCOC(=O)C1=C(C)NC(SCC(=O)Nc2ccccc2)=C(C#N)C1c1ccco1 (stereo unspecified)
    -7	2	-24	-28[20 µM]	0	-1	-0.3	0.43	-5
34: O=C1c2ccccc2C(Nc2ccc3c(c2)OCCO3)N1Cc1ccc2c(c1)OCO2 (stereo unspecified)
    -12	3	-2	-14	-5	8	-0.6	-0.55	6
35: CC1=NN(C(=O)c2ccccc2-n2cccc2)C(O)(C(F)(F)F)C1 (stereo unspecified)
    -8	19	-4	-17	-16	23	2.6	0.039	-28
36: Cc1cc(C)cc(NC(=S)/N=C(\N)Nc2nc(C)c3ccccc3n2)c1
    -77	4	-2	-20	1	10	1.5	-0.0085	-2
37: COc1ccc(/C=C/C(=O)C2CC2)cc1COc1cccc(C)c1C
    -1	3	-2	-4	2	7	0.3	0.76	·
38: O=S(=O)(NCCOCC(F)(F)F)c1ccc2oc3ccccc3c2c1
    3	6	2	-16	1	15	0.2	·	8
39: O=C(NCCc1ccc2c(c1)OCO2)C1CCN(S(=O)(=O)c2ccc(Cl)cc2)CC1
    -12	1	3	-2	-13	14	-1.2	0.96	-8
40: COc1ccc(-c2csc(NC(=O)CCn3cnc4ccccc4c3=O)n2)cc1OC
    -13	1	6	-13	-2	0	-1.0	·	1
41: Cc1ccccc1-n1c(=S)[nH]c2nc3c(cc2c1=O)COC(C)(C)C3
    26	-1	-3	-6	-3	-3	0.1	-1	15
42: O=C(CCc1ccccc1)Nc1cc(Cl)ccc1O
    -9	1	-13	-13[20 µM]	-13	3	-0.6	0.18	0
43: CC(=O)Nc1ccc(S(=O)(=O)NCc2ccc3c(c2)cc(C)n3C)cc1
    -5	9	4	-28	-5	13	0.9	·	-2
44: O=C(CSc1ncccc1-c1nc2ccccc2[nH]1)NCc1ccco1
    -103	-4	-4	-27	1	8	0.1	0.79	-7
45: O=C(NC1CCN(C(=O)N2c3ccccc3Sc3ccccc32)CC1)c1ccco1
    16	-3	-4	-7	-19	7	-1.2	1.3	-1

Cl transport mod: what is marked active above.
| item | molecule | m-calpain inh | FXIa inh | Furin inh | hK5 inh | FXIIa inh | PERK inh | Cl transport mod | Rad51 HR inh |
| --- | --- | --- | --- | --- | --- | --- | --- | --- | --- |
| 1 | CC(=O)OCC1OC(c2ccccc2)C(OC(C)=O)C(OC(C)=O)C1OC(C)=O (stereo unspecified) | 1 | -10 | -19[20 µM] | -14 | 8 | 0.7 | 4.3* | · |
| 16 | Cc1ccc(C2=NNC3(CCOC(C)(C)C3)S2)cc1 (stereo unspecified) | -10 | -6 | -15 | -17 | 1 | 1.1 | 25* | -1 |

(more compounds)
| item | SMILES | m-calpain inh | FXIa inh | Thrombin inh | Furin inh | hK5 inh | FXIIa inh | PERK inh | Cl transport mod | Rad51 HR inh |
| --- | --- | --- | --- | --- | --- | --- | --- | --- | --- | --- |
| 46 | O=C(Cc1ccc(Cl)cc1)NCc1nc(-c2ccccc2)no1 | 11 | -7 | -4 | -10 | -13 | -3 | 0.0 | -1.1 | -11 |
| 47 | CCn1c(SCC(=O)Nc2nccs2)nnc1-c1cc2cccc(OC)c2o1 | -51 | 0 | -8 | -27 | -4 | 4 | 0.6 | · | -4 |
| 48 | Brc1ccccc1-c1cnco1 | 19 | -4 | -2 | -25 | · | 9 | 1.3 | -1.6 | · |
| 49 | CCCCn1c(=O)[nH]c(=O)c2c1nc(-c1ccc(C(F)(F)F)cc1)n2C | -140 | -3 | -10 | -18 | 7 | 6 | -0.4 | -0.15 | -22 |
| 50 | Cc1csc(=Nc2c(C)n(C)n(-c3ccccc3)c2=O)n1-c1ccccc1 | 5 | -2 | -4 | -25 | 1 | 7 | 0.0 | 0.59 | 1 |
| 51 | CCOc1cccc(OCCOCCN(C)Cc2ccccc2)c1 | -5 | 17 | -6 | -24 | -3 | 14 | 0.0 | 0.072 | -2 |
| 52 | O=S(=O)(Nc1nc2ccccc2nc1N1CCN(c2ccccc2F)CC1)c1ccc(Cl)cc1 | -68 | 4 | -3 | -16[20 µM] | -6 | 5 | 0.3 | 5.3 | 4 |
| 53 | CC(=O)c1c(C)[nH]c(C(=O)NCc2ccc(F)cc2)c1C | 15 | -5 | -24 | -17 | -1 | 7 | 0.0 | 0.19 | 2 |
| 54 | CCOC(=O)C(=Cc1ccc(-n2cncn2)cc1)C(=O)OCC | -10 | -3 | -1 | -18 | 0 | 4 | 0.0 | 0.61 | 10 |
| 55 | Cc1c(NCc2cc(Cl)cc(Cl)c2O)c(=O)n(-c2ccccc2)n1C | 6 | -9 | -3 | -8[20 µM] | -16 | -2 | -1.3 | 0.22 | 0 |

These rows are one share of the data (hit frequency here may not be typical).
